bCat nuc transl: modulators of beta-catenin nuclear translocation. HeLa beta-catenin nuclear translocation, immunofluorescence imaging. nuclear translocation activity, % at 5 µM. 0.3% of 190,000 active;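 active means nuclear translocation activity above 50% at 5 µM, with a well cell count of 50 or more; inconclusive means wells under 50 cells across six images, flagged as toxic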;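 further: per-cell ratio of nuclear to cytoplasmic median beta-catenin stain intensity; plate controls were DMSO negative control for no effect and GSK-3 inhibitor IX positive control for full effect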
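Test system: human HeLa cells, native beta-catenin. Compound dosing: 5 µM primary single dose, 0.1% DMSO, 0.02–20 µM confirmation series. Incubation: compound exposure 24 h at 37°C. Detection: beta-catenin immunostaining with DAPI counterstain, 20x imaging, 6 fields/well. Read-out basis: Nuclear/cytoplasmic beta-catenin signal ratio, % activation.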
RSV CPE inhibition: RSV antiviral activity via CPE protection, HEp-2 cells, primary 10 µM value included (AID 2391) | HEp-2 cells, RSV-induced CPE inhibition; higher % means a stronger effect | CPE inhibition, % at 10 µM; hits with a dose series show IC50 in µM | 0.13% of 310,000 active; in the data active means a potency from the dose series; inconclusive means CPE inhibition mostly from about 23% at the one dose, without a potency; inactive means the rest, 99 in 100 with CPE inhibition below about 21%; further: strong numbers were not always called active
West Nile virus CPE: inhibition of WNV-induced cytopathic effect – cell-based, CPE readout (AID 1621). 0.02% of 290,000 active. CPE inhibition, % at 10 µM; hits with a dose series show IC50 in µM. West Nile virus-infected cells, CPE inhibition; higher % means a stronger effect; in the data active means a potency from the dose series; inconclusive means CPE inhibition mostly from about 3.7% at the one dose, without a potency; inactive means the rest, 99 in 100 with CPE inhibition below about 2.2%; further: strong numbers were not always called active
T cell modulator: modulates CD8 T cell binding to vesicles. 0.068% of 330,000 active. 2C CD8+ T cell-vesicle binding, flow cytometry; stronger effect = lower value. calls only at 7 µM;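 active means response, share of CD8 T cells binding vesicles, and their 90th percentile fluorescence all below set limits, cut at about 80% in these data, passing the limit was not always enough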
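System: murine 2C transgenic CD8+ T lymphocytes; also added: QL9-loaded Drosophila micro-vesicles; times: binding 1.5 h at 37 °C; measured by: flow cytometry, PE anti-B7-1 (FL2) versus Alexa647 anti-CD8 (FL8), PFA-fixed; control set: Peptide-free naked vesicles (low) and QL9 vesicles with 0.7% DMSO vehicle (high)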
Salmonella PhoP GFP: inhibitors of PhoP regulon expression, primary screen, Salmonella Typhimurium, GFP reporter (AID 1863). S. Typhimurium PhoP-regulated promoter GFP reporter, 4 h; higher % means a stronger effect. one-dose inhibition, % at 50 µM; IC50 in µM for titrated hits. 0.16% of 300,000 active;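 active means inhibition over 29.93%, a cutoff 3 SD above the screen mean, later confirmed by dose response; inconclusive means inhibition over 29.93% but no dose response follow-up; inactive means inhibition at most 29.93% or unconfirmed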;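 further: 0% = low Mg2+ inducing control and 100% = high Mg2+ repressing control; strong numbers were not always called active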
Myeloid diff 2: promotes myeloid progenitor differentiation; ER-HoxA9 myeloid progenitors, lysozyme-GFP differentiation, flow cytometry; calls only at 10 µM; 1% of 360,000 active; AID 624256;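 active means normalized GFP-positive differentiation at or above the plate's own cutoff, the solvent-only control mean plus 3 SD; inconclusive means no clear call, values can overlap the other calls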;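 further: cells exposed to compound for four days before flow analysis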
WT yeast gro inh: growth inhibition of WT yeast, mitochondrial fusion screen. mitochondrial fusion phenotypic screen, WT strain. inhibition, % at 10 µM. 2.1% of 190,000 active. AID 1362; in the data active means inhibition above about 58%; tested in S. cerevisiae
MgcRacGAP inhibition: MgcRacGAP GTPase-activating activity inhibitors, confirmation, biochemical, ADP Hunter fluorescence | MgcRacGAP-stimulated Rac1 GTP hydrolysis, ADP Hunter fluorescence; higher % means a stronger effect; GST-tagged Rac1 F28L mutant substrate | inhibition, % at 30 µM; hits with a dose series show IC50 in µM | 0.6% of 340,000 active | AID 624330;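 active means first-screen hits whose inhibition reached a set limit at any dose in the follow-up dose series; inconclusive means inhibition above the set first-screen limit but never retested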;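 further: fluorescence reports GDP produced by GAP-driven GTP hydrolysis; strong numbers were not always called active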
SV40 large T antigen: SV40 large T antigen inhibitors, biochemical (AID 1903). SV40 large T antigen ATPase/helicase inhibition assay; higher % means a stronger effect. inhibition, % at 20 µM; hits with a dose series show IC50 in µM. 0.39% of 310,000 active; in the data active means a potency from the dose series; inconclusive means inhibition mostly from about 32% at the one dose, without a potency; inactive means the rest, 99 in 100 with inhibition below about 32%; further: strong numbers were not always called active
WT yeast gro inh mutant strain: further read-out of WT yeast gro inh, marked with its call; inhibition, %; mitochondrial fusion phenotypic screen, mutant strain inhibition
bCat nuc transl cell count 5 µM: further read-out of bCat nuc transl, marked with its call; cell count; measured here: cell count, cytotoxicity flag
T cell modulator vesicle-bound %: further read-out of T cell modulator, marked with its call; double positive events, %; measured here: CD8+ vesicle-bound cell fraction;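 binding gate set so that unloaded-vesicle control wells show 10% double positive cells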
Myeloid diff 2 GFP+ MAC1+ %: second read-out of Myeloid diff 2, no call of its own (marks repeat the call); GFP+ MAC1+ double positive, %; measured here: differentiation confirmed by MAC1 staining
* hit, by the source's call; i = inactive; ? = inconclusive; nt = no result given; + = active, no number.

SMILES	bCat nuc transl	bCat nuc transl cell count 5 µM	RSV CPE inhibition	West Nile virus CPE	T cell modulator	T cell modulator vesicle-bound %	Salmonella PhoP GFP	Myeloid diff 2	Myeloid diff 2 GFP+ MAC1+ %	WT yeast gro inh	WT yeast gro inh mutant strain	MgcRacGAP inhibition	SV40 large T antigen
CCN(CC)C(=O)CN(c1ccc2c(c1)OCO2)S(C)(=O)=O	-10	1194	-2.0%	-0.6%	i	31	10%	i	5.2	11	25	6%	4%
CN1N=C(/C=C/c2ccccc2)CCC1=O	-1.4	1153	1.6%	-1.2%	i	37	6%	i	0.2	30	24	7%	2%
COCCCN(CC(=O)Nc1ccc(N2CCOCC2)cc1)S(=O)(=O)c1ccc(C)cc1	-1.5	977	-0.3%	-0.7%	i	55	3%	i	0.8	-9	2	9%	12%
CCOc1ccc(C(=O)COC(=O)c2cc([N+](=O)[O-])ccc2N2CCOCC2)cc1	nt	nt	-1.7%	nt	i	34	-3%	i	0.5	nt	nt	1%	14%
CN1/C(=C/C=C(C#N)C#N)C=Cc2ccccc21	-2.4	1083	2.1%	0.2%	i	32	-3%	+	6.1*	nt	nt	8%	2%
CCCCCCCCc1nc(SCC(C)=O)n[nH]1	0.8	1341	1.4%	-0.5%	i	20	-3%	i	0.2	nt	nt	13%	14%
COc1ccc(-c2nnn(CC(=O)N(CCN3CCOCC3)C(C(=O)NC3CCCC3)c3ccco3)n2)cc1 (centres undefined)	-2.1	1127	1.2%	-0.4%	i	13	8%	i	0.0	-18	8	3%	8%
O=C(OC(C(=O)NC1CCCC1)c1cccnc1)C1=Cc2ccccc2OC1 (centres undefined)	0.4	1321	-1.1%	-0.7%	i	10	-4%	i	0.7	14	4	10%	20%
N/C(=N\OC(=O)c1cccc(Cl)c1)c1ccccn1	5.7	573	1.5%	-0.6%	i	28	10%	i	0.5	41	37	6%	7%
O=C(O)CCCNS(=O)(=O)/C=C/c1ccccc1	2.1	1066	0.2%	0.2%	i	64	-11%	i	0.6	4	7	7%	4%
COc1cc(/C=N/NC(=O)C(C)n2nnc3ccccc32)ccc1O (centres undefined)	-7.4	1014	0.4%	-0.1%	i	40	4%	i	0.4	-16	5	25µM*	20µM*
O=C(/C=C/c1ccc2c(c1)OCO2)Nc1cccnc1	7.2	886	-2.3%	-0.5%	i	11	-1%	i	0.8	-7	19	11%	10%
COc1cc(C(=O)NCCc2ccc(F)cc2)ccc1OCC(=O)N1CCOCC1	nt	nt	0.1%	nt	i	35	6%	i	0.4	nt	nt	1%	2%
CCc1c(C)nc2c(C#N)c(C)[nH]n2c1=O	nt	nt	-0.5%	0.2%	i	34	-6%	i	0.7	-13	-18	-4%	2%
O=C(CSc1nc2ccccc2s1)NC(=O)NCc1ccco1	nt	nt	3.8%	0.8%	i	25	-3%	i	1.4	8	-2	8%	9%
CCOc1ccc(-c2csc(N)c2C(=O)OC)cc1	4.0	1107	4.1%	0.2%	i	53	-8%	i	1.1	7	3	27%	10%
Cc1cccc(Nc2nc3ccccc3n3nnnc23)c1	-0.4	1030	5.5%	0.9%	i	49	-4%	i	0.6	-10	-5	9%	4%
O=C1CC(c2ccco2)Cc2nc(Nc3nc(-c4ccccc4)c4ccccc4n3)ncc21 (centres undefined)	-7.0	907	4.6%	nt	i	15	5%	i	0.7	9	21	0%	10%
CCN(CC)C(=O)c1ccccc1NS(=O)(=O)c1cccs1	nt	nt	0.4%	0.3%	i	18	-4%	i	0.6	nt	nt	6%	20%
CC(C)C(NS(=O)(=O)c1cccs1)C(=O)N1CCc2ccccc2C1 (centres undefined)	-0.3	1288	0.1%	0.3%	i	1	-3%	i	1.0	5	-1	5%	10%

One compound at a time, from the list above. Order of values: bCat nuc transl | bCat nuc transl cell count 5 µM | RSV CPE inhibition | West Nile virus CPE | T cell modulator | T cell modulator vesicle-bound % | Salmonella PhoP GFP | Myeloid diff 2 | Myeloid diff 2 GFP+ MAC1+ % | WT yeast gro inh | WT yeast gro inh mutant strain | MgcRacGAP inhibition | SV40 large T antigen
Results for CCN(CC)C(=O)c1ccccc1NS(=O)(=O)c1cccs1 : nt | nt | 0.4% | 0.3% | i | 18 | -4% | i | 0.6 | nt | nt | 6% | 20%
Results for CCOc1ccc(-c2csc(N)c2C(=O)OC)cc1 : 4.0 | 1107 | 4.1% | 0.2% | i | 53 | -8% | i | 1.1 | 7 | 3 | 27% | 10%

New compounds follow:
SMILES	bCat nuc transl	bCat nuc transl cell count 5 µM	RSV CPE inhibition	West Nile virus CPE	T cell modulator	T cell modulator vesicle-bound %	Salmonella PhoP GFP	Myeloid diff 2	Myeloid diff 2 GFP+ MAC1+ %	WT yeast gro inh	WT yeast gro inh mutant strain	MgcRacGAP inhibition	SV40 large T antigen
CCOc1ccc(CN2CCN(Cc3cnn(CC)c3C)CC2CCO)cc1 (centres undefined)	0.4	1051	0.2%	-0.5%	i	54	-6%	i	0.0	-9	-9	1%	-7%
O=C(COC(=O)c1cc(Cl)cc(Cl)c1)NCCN1C(=O)CSC1=O	3.4	447	1.2%	0.3%	i	30	1%	i	1.2	-2	-12	4%	5%
CC(=O)c1cccc(CN2CCCC(C(=O)Nc3ccc(-c4ccco4)cc3)C2)c1 (centres undefined)	nt	nt	-0.3%	-0.6%	i	52	4%	i	0.0	nt	nt	-2%	27%
O=S(=O)(Nc1nc2ccccc2nc1N1CCN(c2ccccn2)CC1)c1ccc(Cl)cc1	-2.8	1065	nt	-0.6%	nt	nt	-6%	i	8.2	5	-9	-1%	15%
COc1ccc(S(=O)(=O)N2CCCCC2)cc1NC(=O)c1cncc(Br)c1	nt	nt	0.6%	nt	i	21	nt	i	2.0	nt	nt	5%	nt
O=C(CNC(=O)c1cncc(Br)c1)Nc1ccc(F)c(F)c1F	nt	nt	1.6%	-1.0%	i	32	-6%	i	0.5	nt	nt	8%	9%
Cc1cc(C)nc(N2CCCC(C(=O)Nc3ccc4c(c3)OCCO4)C2)n1 (centres undefined)	-9.9	967	0.7%	0.3%	i	9	9%	i	6.2	-21	-17	4%	-9%
CSc1nc(O)c(C(c2cccc([N+](=O)[O-])c2)c2c(O)nc(SC)[nH]c2=O)c(=O)[nH]1	-0.3	1345	2.5%	-0.8%	i	23	3%	i	1.4	-8	-10	-40%	6%
COc1cc(/C=C/C(=O)N2CCN(CC(O)COc3ccccc3)CC2)cc(OC)c1OC (centres undefined)	nt	nt	-1.5%	-0.6%	i	24	-2%	i	0.6	22	11	10%	7%
NC(=O)C1CCN(S(=O)(=O)c2ccc3c(c2)OCCO3)CC1	0.3	1309	-1.0%	0.6%	i	45	-4%	i	0.7	nt	nt	15%	6%
CC(=O)c1cc2c(cc1NC(=O)CN1CCN(c3ccc(F)cc3)CC1)OCO2	nt	nt	-1.8%	-0.5%	i	16	1%	i	0.8	4	-18	13%	-3%
Cc1ccccc1NS(=O)(=O)c1ccc(C(=O)OCC(=O)NCC(C)C)cc1	-2.4	1007	-0.8%	0.3%	i	17	1%	i	0.0	4	6	7%	4%
COc1ccc(-n2c3c(cc(C(=O)NNc4ccccc4)c2=O)C(=O)CC(C)(C)C3)cc1	0.8	1090	1.5%	0.0%	i	35	-7%	i	0.1	30	18	10%	6%
COc1cc(S(=O)(=O)NCC2CCCO2)ccc1Br (centres undefined)	nt	nt	1.0%	0.6%	i	14	-10%	i	13	-9	8	1%	5%
CCOC(=O)C1CCN(S(=O)(=O)c2cc(Br)cc3c2N(C(C)=O)C(C)C3)CC1 (centres undefined)	0.4	1074	4.3%	-0.3%	i	36	-3%	i	0.4	10	2	8%	-6%
Cc1nc2ccc(S(=O)(=O)NCC(=O)NCc3ccc(Cl)cc3)cc2s1	nt	nt	0.6%	-0.3%	i	12	1%	i	1.5	nt	nt	10%	8%
O=S(=O)(c1cccc(-c2cn3cc(Cl)ccc3n2)c1)N1CCOCC1	1.0	889	0.9%	0.0%	i	13	13%	i	3.7	11	-1	12%	16%
CCOC(=O)CSc1nnc(CNC(=O)c2ccco2)n1C	-0.1	1453	0.7%	0.3%	i	41	11%	i	3.4	5	1	0%	-8%
CCc1c(C)sc2nc3c(C(=O)N4CCOCC4)cc(C(=O)c4cc(F)ccc4O)cn3c(=O)c12	-2.7	1047	?	-0.8%	i	23	-13%	i	0.5	-14	24	6%	2%
Nc1nc(CN2CCN(c3ccccc3F)CC2)nc(Nc2ccccc2)n1	-2.2	965	0.7%	-0.3%	i	38	-2%	i	1.2	0	4	2%	11%
O=C(CSc1ccccc1)Nc1ccc(C(=O)Nc2cccc(O)c2)cc1	0.1	952	9.5%	-0.1%	i	26	1%	i	0.4	7	1	3%	1%
CC1=NN(c2ccccc2)C(=O)/C1=C\C=C\c1ccccc1	-3.4	1209	7.7%	13%	i	31	-9%	i	0.6	nt	nt	nt	19%
O=C(N/N=C/c1cc(Cl)ccc1O)c1ccccc1Br	2.1	874	3.3%	-0.9%	i	58	-9%	?	nt	4	23	-7%	5%
CCOc1ccc(-c2nc(C#N)c(NC3CC3)o2)cc1	-1.2	1023	1.2%	-0.7%	i	32	-6%	?	nt	-5	-3	8%	6%
COC(=O)COc1ccc(S(=O)(=O)NCC2CCCO2)cc1Cl (centres undefined)	nt	nt	0.6%	0.1%	i	38	6%	i	5.6	-9	-10	-8%	-4%
COc1ccc(N(C(C)C(=O)N/N=C/c2ccc(OCC(C)C)cc2)S(C)(=O)=O)cc1 (centres undefined)	-1.7	926	10%	-0.9%	i	44	12%	i	0.2	-1	-11	-2%	1%
CC1=N/C(=C\c2ccc([N+](=O)[O-])cc2)C(=O)N1c1ccc(Cl)cc1	nt	nt	-0.8%	0.6%	i	28	-2%	i	1.2	-5	3	3%	-1%
CC(C)CNC(=O)C(=O)NCc1ccccn1	nt	nt	-0.4%	0.2%	i	64	-6%	i	0.1	-11	15	0%	6%
Cc1ccc(S(=O)(=O)Nc2nc(-c3ccccc3)cs2)cc1	nt	nt	4.3%	0.3%	i	53	-3%	i	1.2	nt	nt	10%	9%
Cc1occc1C(=O)NC1CCCN(Cc2ccc(Cl)cc2)C1 (centres undefined)	nt	nt	-0.6%	-0.6%	i	30	2%	i	0.3	nt	nt	9%	9%

High-throughput results deposited in PubChem by several laboratories.
